M1 ag = human M1 muscarinic receptor agonism; P11229; CHO-K1 hM1, Fluo-8 calcium fluorescence, agonist mode; 0% DMSO, 100% acetylcholine EC100; activation, % at 3 µM; 0.33% of 360,000 active; AID 588814;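 active = activation above the run's mean compound activation plus 3 SD, cut at about 16% in these data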;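 note: peak over basal fluorescence ratio within a 140 s kinetic read after compound addition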
Target sequence (P11229 whole entry, looked up): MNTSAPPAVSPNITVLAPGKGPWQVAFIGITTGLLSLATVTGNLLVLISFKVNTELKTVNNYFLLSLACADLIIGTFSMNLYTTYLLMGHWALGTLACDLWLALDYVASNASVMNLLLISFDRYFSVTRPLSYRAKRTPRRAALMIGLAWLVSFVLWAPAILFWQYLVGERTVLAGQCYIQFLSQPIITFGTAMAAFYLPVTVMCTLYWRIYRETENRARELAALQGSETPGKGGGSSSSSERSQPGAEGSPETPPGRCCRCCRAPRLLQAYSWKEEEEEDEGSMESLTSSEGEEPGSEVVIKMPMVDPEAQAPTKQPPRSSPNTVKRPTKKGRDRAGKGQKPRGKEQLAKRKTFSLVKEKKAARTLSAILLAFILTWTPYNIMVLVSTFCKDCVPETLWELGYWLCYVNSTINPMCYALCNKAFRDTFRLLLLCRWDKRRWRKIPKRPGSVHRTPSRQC
V1aR counter = V1a receptor agonism, counter-screen for OXTR agonists; CHO-V1R cells, Fluo-8 calcium fluorescence, agonist mode; 0% DMSO, 100% 3 nM vasopressin; activation, % at 3 µM; 0.25% of 320,000 active; AID 2797;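 active = activation above the mean activation of all tested compounds plus 3 SD, per screening run, cut at about 20% in these data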;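 note: signal is peak over basal fluorescence ratio across a 100 second FLIPR read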
OXTR potentiator = human OXTR potentiation; CHO-OTR cells, Fluo-8 calcium fluorescence, potentiator mode; 0% = oxytocin EC15, 100% = EC100; activation, % at 3 µM; 0.061% of 320,000 active;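 active = activation above that plate's cutoff, the mean activation of tested compounds plus 3 SD, cut at about 6.6% in these data, passing the limit was not always enough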;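 note: 100% uses oxytocin at 75 nM as the full agonist control; some results filed as inactive read as strong as hits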
Target sequence (P30559 whole entry, looked up): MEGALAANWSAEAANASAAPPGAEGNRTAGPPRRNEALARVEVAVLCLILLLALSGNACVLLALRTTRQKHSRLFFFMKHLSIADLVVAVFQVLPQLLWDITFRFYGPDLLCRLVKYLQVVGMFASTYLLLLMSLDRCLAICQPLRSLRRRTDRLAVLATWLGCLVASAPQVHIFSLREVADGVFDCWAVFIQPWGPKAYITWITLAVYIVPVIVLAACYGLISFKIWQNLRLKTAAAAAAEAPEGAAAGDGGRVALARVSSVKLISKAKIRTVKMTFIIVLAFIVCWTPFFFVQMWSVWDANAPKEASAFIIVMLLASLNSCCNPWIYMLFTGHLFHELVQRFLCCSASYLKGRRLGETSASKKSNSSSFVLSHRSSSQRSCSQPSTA
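Dosing: Single dose, 3.0 µM nominal final compound concentration | Material: Human OTR in CHO cells | Technique: Kinetic Fluo-8 calcium fluorescence | Benchmarks: EC15 oxytocin alone as 0%, 75 nM oxytocin as 100% | Probe or stimulus: Oxytocin at about EC15, sub-maximal agonist stimulus | Incubation: Compound 6 min at room temperature before oxytocin, 100 s read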
TAAR1 antagonist = antagonists of human TAAR1; Q96RJ0; CHO RD-HGA16 TAAR1, Fluo-8 calcium fluorescence, antagonist; inhibition, % at 3 µM; 1.5% of 360,000 active; AID 624466;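 active = inhibition above a per-plate cutoff, the mean inhibition of test compounds on that plate plus 3 SD, cut at about 49% in these data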;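 note: 0% = DMSO plus EC80 beta-PEA response and 100% = DMSO alone without agonist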
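Test system: RD-HGA16 CHO cells with stable hTAAR1 and Gα16 / Probe or stimulus: EC80 β-phenethylamine stimulus / Times: seeding 17-24 h prior, 75-min 37 °C, 30-min RT dye loading / Detection: Fluo-8 calcium-sensitive fluorescence / Read-out basis: % inhibition scaled between DMSO and EC80 PEA controls / Repeats: singlicate, one well per test compound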
CHRM1 antagonist = blocks human M1 muscarinic receptor. CHO-K1 hM1, Fluo-8 calcium fluorescence, ACh EC80 antagonist. inhibition, % at 3 µM. 1.3% of 360,000 active;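 active = percent inhibition above its own plate's cutoff, namely the mean of that plate's compound wells plus 3 SD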;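 note: peak over basal fluorescence ratio during 140 s after agonist addition; 0% = ACh EC80 plus DMSO and 100% = DMSO alone without agonist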
CHO parental Ca = signal in parental CHO cells, OX1R antagonist counter-screen | parental CHO-K1, ATP-induced calcium, Fluo-8 fluorescence | inhibition, % at 5.6 µM | 0.63% of 330,000 active | AID 463079;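 active = inhibition above that plate's mean sample inhibition plus 3 SD, cut at about 26% in these data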;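 note: 0% = ATP-challenged DMSO wells and 100% = DMSO wells without ATP; some compounds past the cut are filed as inactive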
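Material: parental CHO cells / Compound: single nominal dose of 5.6 µM per compound / Signal: Fluo-8 fluorescence / Replicates: singlicate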
M1 PAM = positive allosteric modulators of human M1 muscarinic receptor; P11229; activation, % at 3 µM; CHO-K1 hM1, Fluo-8 calcium fluorescence, ACh EC20; 0% = ACh EC20, 100% = maximal ACh; 0.088% of 360,000 active; in the data active = activation above about 19%, passing the limit was not always enough
TAAR1 agonist = agonists of human TAAR1; activation, % at 3 µM; Q96RJ0; CHO RD-HGA16 TAAR1, Fluo-8 calcium fluorescence; vehicle wells 0%, saturating PEA agonist 100%; 0.99% of 360,000 active;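 active = activation above the mean activation of all test compounds in the run plus 3 SD, cut at about 38% in these data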
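System: CHO-derived RD-HGA16 cells with stable Gα16 and human TAAR1. Times: 17-24 h plating, Fluo-8 75 min 37 °C, 30 min RT. Measured by: calcium-sensitive Fluo-8 signal, excitation 470-495, emission 515-575 nm. Read-out basis: % activation relative to PEA EC100 response. Control set: DMSO and PEA EC100. Repeats: no replicates (n 1).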
OXTR agonist = agonists of human oxytocin receptor. P30559. CHO-OTR cells, Fluo-8 calcium fluorescence; normalized: DMSO 0%, oxytocin 100%. activation, % at 3 µM. 0.32% of 320,000 active. AID 2435;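 active = activation above the mean of all tested compounds plus 3 SD, cutoff set per screening run, cut at about 20% in these data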;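 note: peak over basal fluorescence ratio from a 100 s FLIPR kinetic read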
Starred values were filed as active, the others as inactive; · = not tested or not shown.

1: CNC(=O)COC(=O)c1cc2c(s1)CCCC2
2: CC1CCCN(CCCNS(=O)(=O)c2cc(Br)cc3c2N(C(=O)C2CC2)CC3)C1 (configuration not stated)
3: COc1ccc2ncccc2c1Cc1c(OC)ccc2ncccc12
4: CCN1C(=O)N(c2ccc(C(C)=O)cc2)S(=O)(=O)c2ccccc21
5: O=c1oc2ccccc2cc1-c1csc(Cc2nc(-c3ccc(Cl)cc3)cs2)n1
6: Cc1ccc(CSc2ncnc3ccccc23)cc1

Screen / compound no.	1	2	3	4	5	6
TAAR1 agonist	1	-5	8	-3	1	15
M1 ag	-5	-10	-7	-2	-5	-7
CHO parental Ca	-6	-9	·	-10	-4	-21
OXTR potentiator	-9	-14	·	-13	-5	-19
M1 PAM	-2	12	5	7	1	14
TAAR1 antagonist	-16	-10	-27	4	-14	-8
OXTR agonist	0.2	-1.0	·	-1.5	-1.8	-2.7
CHRM1 antagonist	8	-20	-15	-22	-5	-12
V1aR counter	0.5	-0.1	·	-0.7	-0.8	-0.9

7: Cc1cccc(C(=O)Oc2coc(CSc3nnc(NC(=O)C4CC4)s3)cc2=O)c1
8: COc1ccccc1/C=C/C(=O)OCc1nc2ccccc2c(=O)[nH]1
9: CC(C)CN1C(=O)c2ccc(C(=O)Nc3ccncc3)cc2C1=O
10: Cc1cccc(-n2cnc(C(=O)Nc3cccnc3)c2)n1
11: Cc1c(NC(=O)COC(=O)C23CC4CC(CC(O)(C4)C2)C3)c(=O)n(-c2ccccc2)n1C
12: COCc1cc(C)nc2sc3c(=O)n(Cc4ccco4)nnc3c12

Screen / compound no.	7	8	9	10	11	12
TAAR1 agonist	2	0	10	3	6	-2
M1 ag	-8	-7	1	-3	-5	-1
CHO parental Ca	-14	-45	-1	-4	-6	·
OXTR potentiator	-7	-1	-12	-9	-4	·
M1 PAM	-1	-8	-7	5	2	13
TAAR1 antagonist	-1	6	12	6	4	-5
OXTR agonist	-1.2	-0.6	18	-0.4	0.7	·
CHRM1 antagonist	-2	6	9	-6	-6	-12
V1aR counter	1.6	-0.4	11	0.5	-0.3	·

13: CCN1CCN(c2ncc3c(n2)CC(c2ccc(OC)c(OC)c2)CC3=O)CC1 (configuration not stated)
14: CCS(=O)(=O)N1Cc2ccccc2CC1C(=O)Nc1nc2ccccc2[nH]1 (configuration not stated)
15: Cc1ccc(S(=O)(=O)CCC(=O)OC(C)C(=O)N2CCc3ccccc32)cc1 (configuration not stated)
16: CCOC(=O)c1sc2nc(CN3CCN(c4cccc(C(F)(F)F)c4)CC3)[nH]c(=O)c2c1C
17: O=C1C2CCCCN2C(=O)N1CCCCN1CCN(c2ccc([N+](=O)[O-])cc2)CC1 (configuration not stated)
18: CCOC(=O)NC(Nc1nc2ccccc2s1)(C(=O)OCC)C(F)(F)F (configuration not stated)

Screen / compound no.	13	14	15	16	17	18
TAAR1 agonist	1	3	0	2	9	7
M1 ag	-5	-3	-6	0	-3	-10
CHO parental Ca	-7	-16	8	-3	10	-23
OXTR potentiator	-3	-8	2	-4	-22	-1
M1 PAM	2	3	3	2	1	4
TAAR1 antagonist	14	13	-7	0	-14	17
OXTR agonist	1.9	0.5	-2.5	1.4	3.2	-1.7
CHRM1 antagonist	3	-8	-7	-3	1	-7
V1aR counter	2.6	1.9	-1.4	2.2	3.5	-0.9

19: COc1cc(-c2nnc3n(CCc4ccccc4)c(=O)c4ccccc4n23)cc(OC)c1OC
20: C#CCOCCOCCOCCNc1nc(N2CCN(C(=O)[C@H](CCC(=O)O)n3cc([C@@H](N)CCCCN)nn3)CC2)nc(N2CCN(C(=O)[C@H](CCCCN)n3cc([C@@H](N)CC(N)=O)nn3)CC2)n1
21: c1ccc(-c2nnc(-c3ccccn3)nc2NC2CCCCC2)cc1
22: CC1C(=O)C(C)C(c2ccc(O)cc2)NC1c1ccc(O)cc1 (configuration not stated)
23: Cc1cccc(NC(=O)N2CCN(Cc3ccc4c(c3)OCO4)CC2)c1C
24: CCOC(=O)N1CC=C2C(C#N)=C(N)C(C#N)(C#N)[C@H](c3ccc(OCC)c(OCC)c3)[C@H]2C1

Screen / compound no.	19	20	21	22	23	24
TAAR1 agonist	8	2	9	3	6	1
M1 ag	-7	-2	-2	5	-7	-5
CHO parental Ca	-21	-6	-20	2	-3	-1
OXTR potentiator	-2	-5	-2	-10	-6	-3
M1 PAM	3	6	-6	-1	7	6
TAAR1 antagonist	34	-5	-2	-6	2	0
OXTR agonist	-0.8	0.4	-0.7	4.1	0.7	-0.9
CHRM1 antagonist	-5	-3	-14	-6	-7	-7
V1aR counter	-0.2	0.1	0.0	2.4	1.6	-0.2

25: S=c1nc[nH]c2c1ncn2C1CCCC1
26: Cc1cc(C(=O)Nc2cccnc2)cs1
27: O=C(O)Cc1cn(Cc2cccc(Cl)c2)c2ccccc12
28: Cc1cc(N(CCO)CCO)nc(-n2nc(C)cc2C)n1
29: Cn1c(SCC(=O)Nc2ccc3c(c2)OCO3)nnc1-c1cnccn1
30: CCOC(=O)C1CCCN(C(=O)c2cc(S(=O)(=O)Nc3ccccc3OC)ccc2C)C1 (configuration not stated)

Screen / compound no.	25	26	27	28	29	30
TAAR1 agonist	0	14	0	5	5	0
M1 ag	-2	-5	3	-1	-3	1
CHO parental Ca	·	1	7	-2	-15	-20
OXTR potentiator	·	0	-10	1	-2	-6
M1 PAM	16	10	12	5	2	1
TAAR1 antagonist	-8	16	11	-3	3	-5
OXTR agonist	·	0.1	1.5	0.3	-0.2	-0.8
CHRM1 antagonist	-6	-8	-7	-21	4	3
V1aR counter	·	0.3	1.1	1.8	-0.1	-0.4

31: CCOCC(=O)Nc1c(C(=O)OCC)oc2ccccc12
32: CC(C)(C)OC(=O)[C@H](Cc1ccccc1)NC(=O)c1nc[nH]c1C(=O)N1CCc2ccccc2C1
33: COc1ccc2c(Cl)c(C(=O)NCCCn3ccnc3)sc2c1Cl
34: O=C(CSC1=NS(=O)(=O)c2cc(Cl)ccc2N1)c1ccc(Cl)cc1
35: O=C(CCC1COc2ccccc2O1)Nc1ncccc1O (configuration not stated)
36: Cc1nn(CC(=O)Nc2ccncc2)c(C)c1[N+](=O)[O-]

Screen / compound no.	31	32	33	34	35	36
TAAR1 agonist	7	2	-2	1	12	5
M1 ag	-5	-9	-5	-1	1	-8
CHO parental Ca	-8	-19	-3	-9	-6	-11
OXTR potentiator	-2	-14	-17	1	-5	-2
M1 PAM	4	-5	4	7	0	4
TAAR1 antagonist	11	2	-5	-16	-7	4
OXTR agonist	-1.2	4.2	1.1	1.1	0.6	0.4
CHRM1 antagonist	-7	11	-12	-22	-13	-11
V1aR counter	-0.7	-0.5	1.9	-0.2	2.5	0.4

A second format for some results above:
nr	Structure	TAAR1 agonist	M1 ag	CHO parental Ca	OXTR potentiator	M1 PAM	TAAR1 antagonist	OXTR agonist	CHRM1 antagonist	V1aR counter
33	COc1ccc2c(Cl)c(C(=O)NCCCn3ccnc3)sc2c1Cl	-2	-5	-3	-17	4	-5	1.1	-12	1.9
32	CC(C)(C)OC(=O)[C@H](Cc1ccccc1)NC(=O)c1nc[nH]c1C(=O)N1CCc2ccccc2C1	2	-9	-19	-14	-5	2	4.2	11	-0.5
31	CCOCC(=O)Nc1c(C(=O)OCC)oc2ccccc12	7	-5	-8	-2	4	11	-1.2	-7	-0.7
36	Cc1nn(CC(=O)Nc2ccncc2)c(C)c1[N+](=O)[O-]	5	-8	-11	-2	4	4	0.4	-11	0.4

(cont.)
37: Cc1cc(=O)n2nc(N3CCCC3C(=O)Nc3ccccc3C)sc2n1 (configuration not stated)
38: Cc1ccnc(NC(=O)c2ccc3c(c2)C(=O)N(CC2CCCO2)C3=O)c1 (configuration not stated)
39: COc1ccc(OC)c(C2C(C#N)=C(N)N(N(C)C)C3=C2C(=O)CCC3)c1 (configuration not stated)
40: Cc1cccc(OCC(=O)O/N=C(\N)Cc2ccc([N+](=O)[O-])cc2)c1
41: Cc1csc(NC(=O)c2cnc3ccccc3n2)n1
42: Clc1ccccc1CNc1ncnc2nc[nH]c12

Screen / compound no.	37	38	39	40	41	42
TAAR1 agonist	0	5	5	3	1	1
M1 ag	-4	-1	-4	-4	-5	1
CHO parental Ca	-7	-19	-5	7	-1	1
OXTR potentiator	-5	-6	-3	-12	-14	-1
M1 PAM	8	4	6	-5	8	-10
TAAR1 antagonist	-20	10	-16	-18	3	-1
OXTR agonist	-0.1	1.5	0.6	-1.3	-0.6	2.1
CHRM1 antagonist	-7	0	-1	1	-7	25
V1aR counter	0.6	0.0	0.3	0.1	4.9	3.4

43: CCOC(=O)c1c(C)nc2sc3c(=O)[nH]cnc3c2c1-c1ccc(OC)cc1
44: COc1cc(/C=C2\SC(=O)N(c3ccc(Cl)cc3)C2=O)cc([N+](=O)[O-])c1O
45: N=C1/C(=C\c2ccc(OC(=O)c3ccc(F)cc3)cc2)C(=O)N=C2SC(N3CCCC3)=NN12
46: CC1CCN(C(=O)CCc2nnc(-c3ccccc3)o2)CC1
47: CN1OC[C@@H]2CN(Cc3ccccc3)[C@H](c3cccc(Oc4ccccc4)c3)C[C@@H]21
48: CN(C(=O)/C=C/c1cnc2ccccc2c1)C1CCCCC1

Screen / compound no.	43	44	45	46	47	48
TAAR1 agonist	2	0	1	1	0	2
M1 ag	-2	-4	-3	-9	-5	-1
CHO parental Ca	-9	·	-6	-18	·	-15
OXTR potentiator	-4	·	-1	-12	·	-1
M1 PAM	9	-8	-8	5	0	5
TAAR1 antagonist	-17	32	-23	-13	-1	22
OXTR agonist	-1.1	·	-1.2	-0.3	·	-1.6
CHRM1 antagonist	-8	15	8	-5	-1	-5
V1aR counter	1.1	·	-0.1	1.0	·	-0.5
